# High-throughput results deposited in PubChem by NCI.
# Growth percent in the NCI-60 one-dose screen (48 h, 10 µM unless noted): 100 = growth as untreated, 0 = no growth, -100 = all killed.
# MOLT-4 – MOLT-4 leukemia cells; hit rate 6.9% among 80,000; AID 1794779
# K-562 – K-562 leukemia; hit rate 7.4% among 78,000; AID 1794777
# MDA-MB-435 – MDA-MB-435 melanoma; hit rate 7.8% among 82,000
# CCRF-CEM – CCRF-CEM leukemia; hit rate 7% among 77,000
# SR – SR leukemia cells; AID 1794780; hit rate 8.7% among 73,000
# HOP-62 – HOP-62 NSCLC; hit rate 3.9% among 80,000; AID 1794735
# HOP-92 – HOP-92 NSCLC cells; hit rate 6.3% among 71,000
# RPMI-8226 – RPMI-8226 leukemia cells | hit rate 7.5% among 77,000
# * marks the source's active call; other numbers are inactive results; · = no result given; & = joins results of further samples; [ ] = another dose, or the depositor's remark. The calls were made as follows: active = growth percent below 10; inactive = the rest.
1) C=C1CC[C@H]2[C@@](C)(CCC3OC(c4ccc(OCc5cn(CC6OC7OC(C)(C)OC7[C@@H]6OCc6ccccc6)nn5)cc4)OC[C@]32C)[C@@H]1/C=C/C1=CCOC1=O (stereo not given in full)
2) O=C(Cc1nc2ccc(Cl)cc2nc1CC(=O)c1ccccc1)c1ccccc1
3) C[C@]12C=CC(=O)NC1CCC1C2CC[C@@]2(C)C1CC[C@@H]2C(=O)Nc1cc(C(F)(F)F)ccc1C(F)(F)F (stereo not given in full)
4) COC(=O)c1cc(-c2cc3ccccc3o2)nn1-c1ccccc1
5) CSc1ccc(N)cc1
6) Cn1c(=O)[nH]c2nc(SCC(=O)Nc3ccc(C(=O)/C=C/c4ccc(Br)cc4)cc3)[nH]c2c1=O
7) COc1ccc(N2N=C(c3ccc4c(c3)OCCO4)CC2c2cccc(NC(=O)CCNS(=O)(=O)c3ccc(OC)cc3)c2)cc1 (stereo not given)
8) COc1cccc(C=Nc2cc(C(C)C)c(O)cc2C)c1O

Assay by compound	1	2	3	4	5	6	7	8
MOLT-4	94	55	54	74	107	116	44	98
K-562	88	60	·	96	105	·	58	107
MDA-MB-435	110	86	88	106	108	100	73	·
CCRF-CEM	93	26	83	108	95	120	65	35
SR	86	·	48	84	101	116	·	113
HOP-62	109	81	·	84	100	·	95	95
HOP-92	90	88	81	38	102	95	89	82
RPMI-8226	88	13	70	67	99	128	45	·

9) O=C1Nc2c(ccc(Cl)c2Cl)/C1=C/c1cc(Br)c(O)c(Br)c1
10) COC(=O)c1c(C(=O)c2ccccc2)nnn1-c1cccc(C(F)(F)F)c1
11) COc1ccc(C(=O)c2c(N)c(C#N)cn2Cc2ccc(Cl)cc2Cl)cc1
12) CC(=O)OCC1OC(OC2=C(CC=C(C)C)C(=O)c3ccccc3C2=O)C(OC(C)=O)C(OC(C)=O)C1OC(C)=O (stereo not given)
13) CNS(=O)(=O)c1ccc(C)cc1
14) COc1cc(/C=C/C(=O)c2ccc(N3CCN(C)CC3)cc2)ccc1F
15) CCCCCCCCNC(=O)C(C)O (stereo not given)
16) COc1ccc(C(=O)/C=C/c2cc(-c3cc(OC)c(OC)c(OC)c3)n[nH]2)cc1

Assay by compound	9	10	11	12	13	14	15	16
MOLT-4	64	69	85	-27*	98&99	89	104	3.2*
K-562	52	70	77	-47*	108&102	7.2*	106	5.8*
MDA-MB-435	-29*	74	91	-17*	104&115	55	107	16
CCRF-CEM	69	99	93	-26*	102&109	54	103	-36*
SR	39	·	91	-43*	100&91	28	102	-40*
HOP-62	79	90	92	94	114&95	86	109	18
HOP-92	67	75	59	-3.1*	111&93	54	77	·
RPMI-8226	15	78	88	-13*	101&109	28	104	-39*

17) COc1cccc(/C=C/C(=O)c2c(C)nc3ccccc3c2/C=C/c2ccc(C)cc2)c1OC
18) BrCc1c(-c2ccc(Br)cc2)oc(-c2ccc(Br)cc2)c1Br
19) COC(=O)C1=C(O)CON(c2ccccc2)C1c1ccccc1 (stereo not given)
20) COc1cc(Cl)cc(-c2nn(-c3cccc(NC(=O)c4cccc(C(F)(F)F)c4)c3)cc2-c2ccncc2)c1
21) CC(C)(C)C(=O)/C=C/c1ccc(-c2ccccc2)cc1
22) CCN(CC)Cc1cc(Nc2ccnc3cc(Cl)ccc23)ccc1O
23) CN(C)CC(CN(C)C)C(O)c1ccccc1 (stereo not given)
24) CC(C)C[C@@H](NC(=O)[C@@H](CCCCN)NC(=O)CCCCCN)C(=O)N[C@H](C)C(=O)N[C@H](CCCCN)C(=O)N[C@H](CC(C)C)C(=O)N[C@H](C)C(=O)N[C@H](CCCCN)C(=O)N[C@H](CCCCN)C(=O)N[C@H](CC(C)C)C(=O)N[C@H](C)C(=O)N[C@H](CCCCN)C(=O)N[C@H](CC(C)C)C(=O)N[C@H](C)C(=O)N[C@H](CCCCN)C(=O)N[C@H](C)C(=O)N[C@H](CCCCN)C(N)=O

Assay by compound	17	18	19	20	21	22	23	24
MOLT-4	11	100	103	29	75	100	106	86
K-562	17	98	98	26	71	87	95	100
MDA-MB-435	55	105	104	66	86	98	112	108
CCRF-CEM	17	99	96	42	73	89	104	108
SR	·	97	92	29	58	83	111	85
HOP-62	70	86	95	72	112	89	91	104
HOP-92	76	104	98	·	79	88	98	86
RPMI-8226	8.6*	109	106	31	77	93	108	104

# Brought forward from above: 3 entries; new compounds follow.
22) CCN(CC)Cc1cc(Nc2ccnc3cc(Cl)ccc23)ccc1O
23) CN(C)CC(CN(C)C)C(O)c1ccccc1 (stereo not given)
24) CC(C)C[C@@H](NC(=O)[C@@H](CCCCN)NC(=O)CCCCCN)C(=O)N[C@H](C)C(=O)N[C@H](CCCCN)C(=O)N[C@H](CC(C)C)C(=O)N[C@H](C)C(=O)N[C@H](CCCCN)C(=O)N[C@H](CCCCN)C(=O)N[C@H](CC(C)C)C(=O)N[C@H](C)C(=O)N[C@H](CCCCN)C(=O)N[C@H](CC(C)C)C(=O)N[C@H](C)C(=O)N[C@H](CCCCN)C(=O)N[C@H](C)C(=O)N[C@H](CCCCN)C(N)=O
25) O=C(O)c1ccc(-n2cc(/C=N/Nc3c(F)c(F)cc(F)c3F)c(-c3ccc(O)cc3)n2)cc1
26) CC1CC(OC(=O)C(O)c2ccccc2)CC(C)(C)C1 (stereo not given)
27) CCC(O)C(F)(F)C(F)(F)F (stereo not given)
28) CCc1n(Cc2ccc3ccccc3c2)cc[n+]1Cc1ccc2ccccc2c1
29) Cc1ccc(C(O)c2ccccc2Cl)c(C)c1 (stereo not given)
30) COc1ccc(N2CCN(S(=O)(=O)c3ncsc3-c3ccccc3)CC2)cc1
31) CCCCCCCCCCCCCCCCCC(=O)NCO
32) CCOC(=O)C1C(C(=O)OCC)C2C(=O)C3C(C(=O)OCC)C(C(=O)OCC)C3C(=O)C12 (stereo not given)

Assay by compound	22	23	24	25	26	27	28	29	30	31	32
MOLT-4	100	106	86	78	89	102	11	87	88	94	106
K-562	87	95	100	84	96	108	8.9*	85	93	95	94
MDA-MB-435	98	112	108	97	102	106	-22*	99	101	114	105
CCRF-CEM	89	104	108	94	97	102	11	84	99	101	102
SR	83	111	85	72	·	104	-28*	89	87	105	117
HOP-62	89	91	104	83	109	95	12	97	115	113	96
HOP-92	88	98	86	79	·	99	-31*	81	109	107	104
RPMI-8226	93	108	104	101	104	106	-23*	97	88	112	101

33) COc1ccc(-c2ccc(-c3ccc(C(=N)N)s3)s2)cc1
34) COC1=C[C@]23CCCN2CCc2cc4c(cc2[C@@H]3[C@@H]1OC(=O)CCCC(C)C)OCO4
35) S=C1NCCO1
36) Cc1ccc(C(=O)Nc2ccc(C(=O)NC(=S)Nc3ccc(C(=O)O)cc3)cc2)cc1
37) CSc1ncc(Br)c(Nc2ccccc2C)n1
38) O=C1C=CN2CC=C[C@H]2[C@H]1O
39) COC(=O)[C@]12CC[C@@H](C)[C@H](C)[C@H]1C1=CC[C@@H]3[C@@]4(C)C/C(=C/c5ccccc5)C(=O)C(C)(C)[C@@H]4CC[C@@]3(C)[C@]1(C)CC2
40) COc1ccccc1N=Nc1sc(=O)[nH]c1S

Assay by compound	33	34	35	36	37	38	39	40
MOLT-4	-56*	82	98	85[100 µM]	76	95	96	106
K-562	-22*	69	114	68[100 µM]	99	95	98	102
MDA-MB-435	-78*	85	89	84[100 µM]	106	103	100	101
CCRF-CEM	·	93	97	71[100 µM]	102	101	103	101
SR	-41*	86	84	74[100 µM]	85	94	101	109
HOP-62	-82*	89	96	79[100 µM]	94	92	104	104
HOP-92	-64*	81	78	51[100 µM]	96	·	108	96
RPMI-8226	-58*	92	101	66[100 µM]	101	92	97	94

# Only CCRF-CEM and HOP-62, for six of the compounds above:
item	Compound	CCRF-CEM	HOP-62
35	S=C1NCCO1	97	96
36	Cc1ccc(C(=O)Nc2ccc(C(=O)NC(=S)Nc3ccc(C(=O)O)cc3)cc2)cc1	71[100 µM]	79[100 µM]
37	CSc1ncc(Br)c(Nc2ccccc2C)n1	102	94
38	O=C1C=CN2CC=C[C@H]2[C@H]1O	101	92
39	COC(=O)[C@]12CC[C@@H](C)[C@H](C)[C@H]1C1=CC[C@@H]3[C@@]4(C)C/C(=C/c5ccccc5)C(=O)C(C)(C)[C@@H]4CC[C@@]3(C)[C@]1(C)CC2	103	104
40	COc1ccccc1N=Nc1sc(=O)[nH]c1S	101	104

# (cont.)
41) COc1ccc2cc(C(=O)NCCc3ccccc3)ccc2c1OC
42) CC(=O)OC1CCC2(C)C(=CC3C4CCC(=O)C4(C)CCC32)C1 (stereo not given)
43) Cc1cc(Br)ccc1N
44) O=C(CC1(O)C(=O)Nc2ccc(Br)cc21)c1ccc(Cl)cc1 (stereo not given)
45) C[C@H]1[C@H]2C3=CC[C@@H]4[C@@]5(C)C/C(=C\c6ccccc6)[C@H](O)C(C)(C)[C@@H]5CC[C@@]4(C)[C@]3(C)CC[C@@]2(CO)CC[C@@H]1C
46) CO[C@H]1CO[C@H]2[C@@H]1OC[C@H]2OC
47) CC(=O)OCC1(C)OC(=O)N(c2ccccc2)C1=O (stereo not given)
48) Cc1ncc(CCO)c2c1OC(C)(C)OC2

Assay by compound	41	42	43	44	45	46	47	48
MOLT-4	83	103	71	101	73	92	96	99
K-562	96	95	110	98	57	92	89	·
MDA-MB-435	104	116	112	109	89	108	108	101
CCRF-CEM	114	·	64	103	89	95	103	100
SR	89	·	·	103	74	·	92	88
HOP-62	81	111	87	89	102	102	107	107
HOP-92	105	101	·	86	104	·	102	94
RPMI-8226	93	89	89	97	68	104	104	97

# Already shown: 2 of the compounds above.
45) C[C@H]1[C@H]2C3=CC[C@@H]4[C@@]5(C)C/C(=C\c6ccccc6)[C@H](O)C(C)(C)[C@@H]5CC[C@@]4(C)[C@]3(C)CC[C@@]2(CO)CC[C@@H]1C
46) CO[C@H]1CO[C@H]2[C@@H]1OC[C@H]2OC

Assay by compound	45	46
MOLT-4	73	92
K-562	57	92
MDA-MB-435	89	108
CCRF-CEM	89	95
SR	74	·
HOP-62	102	102
HOP-92	104	·
RPMI-8226	68	104

# The list goes on.
49) Cc1nn(-c2ccc(-c3ccc(OC(F)(F)F)cc3)cc2)c2nc[nH]c(=O)c12
50) COc1ccc(-c2cc(-c3nnc(SCC(=O)Nc4ccc(Cl)cc4)n3-c3ccccc3)c3ccccc3n2)cc1
51) CCOC(=O)c1ccc(Nc2sc(C(=O)c3ccc(Br)cc3)c(N)c2C#N)cc1
52) Nc1ncc(-c2cccc(NS(=O)(=O)c3ccc(Br)cc3)c2)[nH]1
53) CCOC(=O)c1c[nH]c2ccc([N+](=O)[O-])cc12
54) O=C(OCc1ccccc1)c1ccc(O)cc1
55) OC(c1cc2c(Cl)cc(Cl)cc2c2cc(C(F)(F)F)ccc12)C1CCCCN1 (stereo not given)
56) O=C1Nc2c(ccc(Cl)c2Cl)/C1=C\c1cc(C(F)(F)F)cc(C(F)(F)F)c1

Assay by compound	49	50	51	52	53	54	55	56
MOLT-4	101	80	33	·	98	91	-63*	-14*
K-562	99	86	13	·	104	98	-75*	0.9*
MDA-MB-435	107	99	-62*	100	97	104	-65*	-53*
CCRF-CEM	102	91	13	103	94	·	-55*	31
SR	102	80	19	·	108	89	-64*	-41*
HOP-62	104	104	24	106	78	99	-90*	20
HOP-92	86	124	40	93	63	·	-89*	-23*
RPMI-8226	109	101	19	84	92	·	-45*	26

57) OC1(c2ccccc2)CN(Cc2ccccc2)CC(c2ccccc2)O1 (stereo not given)
58) O=[N+]([O-])c1ccc(Sc2ncccn2)c([N+](=O)[O-])c1
59) Cc1ccc(C)c2c1sc1nncn12
60) O=S(=O)(c1cnc2c(c1)Oc1ccccc1-c1cc(CN3CCCC3)nn1-2)N1CCCC1
61) CCC(CCC(C)C1CCC2C3CC=C4CC(OC(=O)CCC(=O)O)CCC4(C)C3CCC12C)C(C)C (stereo not given)
62) CN(C)CCCNC1(c2ccc(F)cc2)C2CC3CC(C2)CC1C3 (stereo not given)
63) COc1cc(CCC(=O)NCC(=O)NNC(C)C)cc(OC)c1OC
64) C=CC(=O)OCCCCCC

Assay by compound	57	58	59	60	61	62	63	64
MOLT-4	85	-26*	102	100	100	66	101	114
K-562	70	13	104	84	124	62	109	106
MDA-MB-435	95	69	104	107	132	93	98	112
CCRF-CEM	90	-37*	92	97	87	79	111	103
SR	101	-20*	85	74	114	44	96	106
HOP-62	96	95	99	117	110	93	103	114
HOP-92	95	18	87	60	81	67	109	·
RPMI-8226	83	-29*	89	88	120	79	115	104

65) CC12CC[C@@H]3[C@]4(C)COC(c5ccc(Br)cc5)O[C@@H]4CC[C@@]3(C)[C@@H]1CC(C1=CCOC1=O)O2 (stereo not given in full)
66) Nc1[nH]nc2nc(CCl)n3c4ccccc4nc3c12
67) O=C(CSc1nc2c(n1Nc1ccccc1)-c1ccccc1SC2)Nc1nc(-c2ccccc2)cs1
68) N#CC1=C(c2cccs2)Nc2c(c(-c3ccccc3)nn2-c2ccccc2)C12C(=O)Nc1ccc(Br)cc12 (stereo not given)
69) Cc1c(C(N)=O)sc2nc(C)n(/N=c3\scc(-c4ccccc4)n3Cc3ccccc3)c(=O)c12
70) COc1cc2cn3c4cccnc4nc(N)c3c2cc1OC

Assay by compound	65	66	67	68	69	70
MOLT-4	68	108	92	-3.3*	12	90
K-562	49	113	97	2.7*	8.4*	·
MDA-MB-435	68	99	110	-40*	12	91
CCRF-CEM	72	101	98	1.9*	-12*	97
SR	83	111	80	-1.1*	13	·
HOP-62	87	101	105	-75*	24	104
HOP-92	91	108	·	-25*	-19*	·
RPMI-8226	53	105	107	2.8*	-10*	102

# An unsorted share of the library. Share with any hit: about 14%.
